High-throughput results from PubChem BioAssay.
hgDAF-12 ag: hgDAF-12 agonism, primary luciferase screen. hit rate 1.8% among 370,000. activation, % at 6.8 µM. HEK293 GAL4-hgDAF12 UAS-luciferase reporter, agonist luminescence; normalized to butyrate control;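 active = activation above a cutoff set at the mean of all screened compounds plus 3 SD, cut at about 10% in these data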;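 also: 0% = DMSO wells and 100% = sodium butyrate wells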
hcDAF12 agonist: activators of H. contortus DAF-12 nuclear receptor. HEK293 hcDAF-12 lit1-tk-luc reporter, luminescence; 0% DMSO, 100% Δ7-dafachronic acid. activation, % at 6.8 µM. hit rate 1.4% among 370,000. AID 652067;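 active = activation above the mean of all tested compounds plus 3 SD, cut at about 5.5% in these data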;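 also: 100% = response to 3 µM Δ7-dafachronic acid high control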
ssDAF12 agonist: activators of S. stercoralis DAF-12 nuclear receptor. HEK293 ssDAF-12/GRIP1 lit1-tk-luc reporter, luminescence; % of 3 µM dafachronic acid response. AID 652126. activation, % at 6.8 µM. hit rate 1% among 370,000;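 active = activation above the mean over all tested compounds plus 3 SD, cut at about 0.9% in these data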;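 also: 0% = DMSO-only wells and 100% = 3 µM delta7-dafachronic acid wells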
proKLK7 act: activates the human kallikrein-7 zymogen; AID 652039; purified proKLK7, EDANS-DABCYL substrate fluorescence; 100% is mature enzyme control, 0% vehicle; P49862; hit rate 0.9% among 370,000; activation, % at 7 µM;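 active = activation above the mean of all tested compounds plus 3 SD, computed per campaign excluding outliers beyond control limits, cut at about 13% in these data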
Target sequence (P49862 whole entry, looked up): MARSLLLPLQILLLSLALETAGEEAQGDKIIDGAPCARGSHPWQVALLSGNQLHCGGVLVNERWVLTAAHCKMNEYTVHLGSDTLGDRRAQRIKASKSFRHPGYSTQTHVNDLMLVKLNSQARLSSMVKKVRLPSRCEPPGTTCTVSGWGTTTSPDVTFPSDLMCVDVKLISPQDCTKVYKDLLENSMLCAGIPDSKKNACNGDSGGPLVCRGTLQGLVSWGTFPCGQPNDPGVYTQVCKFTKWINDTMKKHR
DAX1 inh-1: inhibitors of human orphan nuclear receptor DAX1 (NR0B1). AID 504766. hit rate 0.99% among 340,000. P51843. HEK293 Gal4-DAX1 luciferase reporter, luminescence. inhibition, % at 6.75 µM;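 active = inhibition above the mean over all tested compounds plus 3 SD, cut at about 4.2% in these data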;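 also: 0% = DAX1-transfected cells with DMSO and 100% = empty-vector control cells with DMSO; inhibition shows as a rise in luminescence from relieved DAX1 repression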
Target sequence (P51843 207-470 limits assumed): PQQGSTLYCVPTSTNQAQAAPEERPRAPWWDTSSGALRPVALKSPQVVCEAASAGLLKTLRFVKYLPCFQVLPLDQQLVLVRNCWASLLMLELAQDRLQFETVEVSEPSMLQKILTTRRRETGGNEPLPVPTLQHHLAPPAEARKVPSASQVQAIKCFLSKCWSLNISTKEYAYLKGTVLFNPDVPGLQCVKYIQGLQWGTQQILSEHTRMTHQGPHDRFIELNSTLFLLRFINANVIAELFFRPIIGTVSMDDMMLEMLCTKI
GC-B act: GC-B (human) receptor activation | P20594 | HEK293-GC-B cells, CNP EC30, cGMP TR-FRET; 0% at EC30 CNP, 100% saturating CNP | activation, % at 10 µM | hit rate 0.11% among 370,000 | AID 1920062;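 active = activation at 10 µM reaching about 35% in either raw or pattern-adjusted values, limit read from the data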
HGIII-sPLA2 inh: Inhibits HGIII-sPLA2 liposome hydrolysis, primary screen; hit rate 0.56% among 370,000; inhibition, % at 12.2 µM; QFRET BODIPY PC-A2 liposome hydrolysis, fluorescence; Q9NZ20; AID 743126;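 active = inhibition above mean plus 3 SD of compounds lying within the high and low control bounds, cut at about 19% in these data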;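 also: 0% = median of test compound wells and 100% = no enzyme DMSO wells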
SMARCA2 act: activators of SMARCA2 function; MG213 cells, MMTV-luciferase reporter, dexamethasone, overnight; activation, % at 9.1 µM; hit rate 1% among 370,000; AID 652017; in the data active = activation above about 7.8%;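 also: 0% = vehicle wells and 100% = reference activator wells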
DAX1 inh-2: inhibitors of DAX1 repression of SF-1 activated StAR promoter; HEK293T StAR-luciferase reporter, SF-1/DAX-1 repression relief; inhibition, % at 6.8 µM; hit rate 1.1% among 370,000; AID 652010;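 active = inhibition above the mean over all tested compounds plus 3 SD, cut at about 3.6% in these data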;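 also: 0% = DAX-1 cells with DMSO and 100% = cells lacking DAX-1 with DMSO; higher inhibition means more luminescence from relief of DAX-1 repression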
GC-A act: GC-A (human) enzyme activation; P16066; AID 1671463; HEK293 GC-A cells, cGMP TR-FRET, EC30 ANP; 0% at EC30 ANP, 100% saturating ANP; hit rate 0.14% among 370,000; activation, % at 10 µM; in the data active = activation above about 40%
FXN GAA850 act: activators of GAA850 frataxin (FXN) promoter. activation, % at 6 µM. AID 540364. HEK293 lucGAA850 FXN promoter luciferase reporter, 24 h; percent of 10 µM SAHA response. hit rate 0.56% among 360,000;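 active = activation above the average of all compounds screened plus 3 SD, cutoff fixed separately per campaign, cut at about 7.5% in these data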;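 also: 0% = DMSO wells and 100% = 10 µM SAHA wells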
An asterisk follows results filed as active; . = no result given.

Results follow in this order: hgDAF-12 ag, hcDAF12 agonist, ssDAF12 agonist, proKLK7 act, DAX1 inh-1, GC-B act, HGIII-sPLA2 inh, SMARCA2 act, DAX1 inh-2, GC-A act, FXN GAA850 act
> CN1CCN(S(=O)(=O)c2cccc(C(=O)N(C)CC(=O)Nc3ccc(Cl)c(Cl)c3)c2)CC1
  -2.5, -0.8, -1.6, -0.2, -0.2, -1, -16, 3, -0.6, -1, 1.7
> O=C(c1ccco1)N1CCN(C(=O)c2ccc(CS(=O)c3ccc(Cl)cc3)o2)CC1 (stereo unspecified)
  0.7, -2.2, -1.4, -0.1, 0.6, 2, 1, 2, -1.2, 0, 1.6
> COc1ccc(C(=O)CCC(=O)NC2=NCCS2)cc1
  -0.5, -1.8, -1.0, -0.2, 0.7, 0, -6, 1, 0.8, 0, -2.2
> CC1(CCc2ccc3c(c2)OCO3)NC(=O)c2ccccc2N1 (stereo unspecified)
  -1.2, -1.3, -0.6, 9.4, -0.2, -1, 4, 6, 0.0, 2, -1.7
> O=C(CCc1ccccc1)Nc1cccc(-c2nnc(-c3ccco3)o2)c1
  -2.4, 0.2, -1.2, 0.0, 0.6, -1, 3, -1, 0.6, 2, 0.1
> COc1ccc(NC(=O)C/C(C)=N/NC(=O)c2ccccn2)c(OC)c1
  12*, 4.5, -0.2, -0.6, 0.9, -2, 0, 10.0*, 2.8, 2, 4.3
> Cc1cccc(C)c1NC(=O)C1(C)CN(S(C)(=O)=O)CC(=O)N1CCc1ccc(O)cc1 (stereo unspecified)
  -2.6, -1.4, 0.1, 0.1, ., 4, 2, -2, -1.0, -2, .
> COCCn1c(C)cc(C(=O)COC(=O)CCc2ccc(S(=O)(=O)N3CCOCC3)cc2)c1C
  -0.6, -0.1, -1.4, -0.3, 0.5, 2, -14, -2, -0.4, 4, -2.5
> COc1ccc(CC(=O)OCC(=O)NC2CCCCCC2)cc1OC
  -2.5, 0.4, -0.6, 0.6, -0.2, -2, -4, 2, -0.2, 1, 3.7
> CC(=O)COC(=O)c1cccc(N2C(=O)C3C4C=CC(C4)C3C2=O)c1 (stereo unspecified)
  1.4, 1.4, -0.5, 0.4, 0.1, 5, -4, 2, -1.1, 1, 0.3
> COC(=O)c1scc(C)c1NC(=O)Cc1ccccc1
  1.5, -0.8, -1.1, 0.6, 0.3, 1, 4, -2, -0.6, 0, 2.2
> CC(NC(=O)c1ccc2c(c1)OCCO2)c1ccc(S(N)(=O)=O)cc1 (stereo unspecified)
  -1.0, -1.8, -1.6, 0.2, -0.1, 7, 3, -2, -0.2, 1, 1.9
> CC(C)NC(=O)Nc1ccc2c(c1)C(=O)N([C@H](C)CO)C[C@H](C)[C@@H](CN(C)Cc1ccc(C(F)(F)F)cc1)OCCCC[C@@H](C)O2
  0.1, -0.2, -1.6, -0.1, 0.4, 9, 0, -4, -1.3, 2, 6.7
> Cc1cccc(Cc2cnc(NC(=O)c3ccc(C)o3)s2)c1
  2.7, 1.4, -0.6, 0.6, 2.3, 12, -8, 11*, 2.7, 17, 2.3
> CC(C)c1ccc(NC(=O)C2Cc3c(-c4ccc(Cl)cc4)ccnc3O2)cc1 (stereo unspecified)
  -8.0, -3.0, -1.4, 0.5, ., 0, -7, -6, -2.6, -8, -4.6
> N#CCSc1ncnc2ccccc12
  0.9, -0.4, -1.8, 0.1, -0.8, 4, 4, 4, -1.2, -4, 1.8
> Clc1ccc2ncc(-c3nnnn3-c3ccccc3)c(-c3ccccc3)c2c1
  2.2, -0.5, -0.7, 0.9, -0.1, -15, -4, -1, -0.2, -17, -0.5
> C=CCn1c(SCC(=O)N2CC(C)OC(C)C2)nnc1-c1ccncc1 (stereo unspecified)
  -1.0, -0.6, -0.6, 0.0, -0.4, 0, 10, -4, -1.5, 0, 0.9
> COc1cccc(CSc2nnc(C(F)(F)F)n2Cc2ccc(F)cc2)c1
  -1.4, -1.9, -1.2, -0.2, 0.3, -9, -2, 3, 0.5, -10, 2.3
> CCOCc1nnc(NC(=O)c2ccc(NC(C)=O)cc2)s1
  -0.4, -0.9, -1.5, 0.2, -0.5, -3, 2, -2, -0.1, 3, -2.5
> C[C@H](NC(=O)C(c1ccccc1)c1ccccc1)c1ccccc1
  0.6, -1.3, -0.8, -0.6, 0.4, -13, -8, 1, 0.4, -31, -4.8
> O=C(CN1C(=O)NC2(CCCC2)C1=O)Nc1cc(Cl)ccc1N1CCCC1
  1.3, -0.3, -0.2, 0.1, 0.6, 0, -6, -2, -0.3, 0, 0.3
> COc1ccc(C2Nc3ccccc3C(=O)N2Cc2ccco2)cc1COc1ccc(F)cc1 (stereo unspecified)
  -1.6, -1.8, -1.3, -15, 0.3, ., -5, -5, -1.7, ., 2.2
> O=C1c2ccccc2C(=O)N1CCc1c[nH]c2ccc(O)cc12
  -3.0, -1.9, -0.9, -0.1, 0.6, -5, -4, -1, -0.2, -6, 1.4
> CCOC(=O)C1CCCN(CC(O)COCc2ccc3c(c2)OCO3)C1 (stereo unspecified)
  -3.5, 0.1, -1.1, 0.1, 0.1, 1, 7, 6, 0.2, 1, 1.1
> CCOc1ccc(CC(=O)NCC2(N3CCCCC3)CCCCC2)cc1
  -1.7, 0.0, -1.2, 0.0, 0.8, 1, 10, 3, 0.6, 1, -1.1
> COc1ccccc1NC(=O)CSc1nnc(C2CCCCC2)o1
  1.8, 0.3, -1.2, 0.0, 0.3, 9, -2, -2, -0.2, -1, -0.1
> CC(C)C(CC(=O)NCc1ccco1)c1ccco1 (stereo unspecified)
  4.6, -0.9, -1.1, 0.8, -0.5, 6, -4, -2, -0.4, 2, -0.1
> CCN(Cc1ccccc1)c1ccc(/C=N/NC(=O)c2cccc(S(=O)(=O)N3CCOCC3)c2)cc1
  0.5, -0.8, -1.2, -0.1, -4.9, 2, 1, -6, -1.5, 6, -0.4
> Cc1nc2cc3ccccc3cc2c(=O)[nH]1
  6.0, 3.0, 0.2, 3.0, 1.0, -3, -6, 3, 2.2, 3, 4.0
> CN(CCOC(=O)c1ccccc1)Cc1ccccc1
  -2.0, 0.0, -1.5, 0.0, 1.5, 3, 6, -2, 0.1, 1, 3.0
> COc1ccc(OCC(=O)Nc2ccncc2)cc1
  1.4, -1.7, -1.8, -0.5, 1.2, 1, 9, -5, 0.3, -3, 1.6
> NC(=O)c1ccc[n+](CC(=O)c2cccc([N+](=O)[O-])c2)c1
  -1.8, 1.3, -1.2, 2.5, 1.1, 3, 6, -3, -0.1, 4, -0.7
> O=C(Nc1ccc(S(=O)(=O)Nc2nccs2)cc1)c1cccc(F)c1
  -1.4, -1.0, -1.0, -0.5, -0.3, 1, -16, 3, 0.2, 4, 2.2
> COc1ccc(-c2noc(CSc3nc4sc(C)c(C)c4c(=O)n3-c3ccccc3)n2)cc1OC
  3.4, -1.1, -0.6, -0.2, 0.1, -1, -2, -3, 0.1, 2, 2.1
> C[C@@H]1CN([C@H](C)CO)C(=O)c2cc(C#CC(C)(C)O)cnc2O[C@@H]1CN(C)C(=O)C1CC1
  1.6, 0.6, -0.8, 0.2, 0.0, 3, -4, -1, -0.6, -2, -0.5
> O=C(CC1C(=O)NCCN1CC1CCCCC1)NC1(c2ccccc2)CC1 (stereo unspecified)
  0.6, -1.0, -1.4, -0.7, 0.0, 3, -5, 1, -0.5, -3, -0.3
> O=C1NC[C@@H](CCCCN2C[C@H](Cc3ccc(O)cc3)N(CC3CCCCC3)C(=O)C2=O)N(CCc2ccccc2)C1=O
  0.7, -0.2, -0.8, 0.3, ., -2, -12, -5, -0.3, 2, .
> Cc1ccc(C)c(N(CC(=O)NC(C)(C)C)C(=O)CNC(=O)c2cccs2)c1
  -2.1, -0.4, -0.9, 0.6, 2.5, 2, -3, -1, 0.3, -2, -0.4
> CC(OC(=O)c1nc(-c2ccccc2)n(-c2ccccc2)n1)C(=O)Nc1cc(Cl)cc(Cl)c1 (stereo unspecified)
  1.7, -1.1, -0.8, -0.8, -1.0, 1, -22, 1, -0.1, -6, 1.7
> COc1ccc(C(=O)NC2CCCc3ccccc32)cc1Br (stereo unspecified)
  -0.1, -1.0, -1.3, 0.1, -1.6, 4, 0, -2, -0.3, -3, 2.5
> CCC(C)NC(=O)Cn1cnc2sc(C)cc2c1=O (stereo unspecified)
  2.1, 2.3, -0.5, 0.2, 1.3, 3, -2, 2, 0.2, -2, 2.5
> COc1cc(-c2c(-c3ccsc3)sc3ccccc23)cc(OC)c1OC
  1.9, 0.9, -0.5, 0.0, -0.4, 1, -1, 0, 0.3, -3, 1.8
> Cc1ccc2oc(C(=O)N(Cc3ccc(N(C)C)cc3)C3CCS(=O)(=O)C3)c(C)c2c1 (stereo unspecified)
  1.1, -2.7, -1.7, 0.7, 0.1, -2, 2, -1, -2.4, -3, 3.0
> CC/C(O)=C1\C(=O)CC(c2ccccc2)CC1=NC(C)C (stereo unspecified)
  -0.3, -1.8, -0.9, 0.2, 0.2, -4, -3, 1, -0.1, -2, 1.1
> O=C1NC(c2ccc(Cl)cc2Cl)Oc2ccccc21 (stereo unspecified)
  3.3, 0.2, -0.8, -2.5, 0.7, 6, -1, 0, -0.2, -3, 1.6
> c1csc(-c2csc(-c3cccs3)n2)c1
  7.8, 2.3, 0.0, -1.6, 1.7, -4, -1, 0, 1.6, 5, 5.9
> CC(C)OC(=O)Cn1nnc(-c2ccccc2)n1
  -1.3, -0.5, -0.5, 0.6, 0.9, -5, 0, -1, 0.3, -1, -0.7
> CCN(C(=O)c1ccc(Br)cc1)c1ccccc1
  -0.8, -0.8, -1.6, 0.3, 0.3, -5, -3, 2, 1.4, -15, -1.1
